MOR-DOR inv ag = inverse agonist of human OPRM1-OPRD1 heterodimerization. cell-based MOR-DOR heterodimer luminescence, inverse agonism. inhibition, % at 9.3 µM. 0.21% of 340,000 active. AID 504357; in the data active = inhibition above about 22%, passing the limit was not always enough;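 also: 0% = cells with DMSO and 100% = wells without cells with DMSO; values of inactives mirror those of a sister screen read the other way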
Target sequence (P35372 whole entry, looked up): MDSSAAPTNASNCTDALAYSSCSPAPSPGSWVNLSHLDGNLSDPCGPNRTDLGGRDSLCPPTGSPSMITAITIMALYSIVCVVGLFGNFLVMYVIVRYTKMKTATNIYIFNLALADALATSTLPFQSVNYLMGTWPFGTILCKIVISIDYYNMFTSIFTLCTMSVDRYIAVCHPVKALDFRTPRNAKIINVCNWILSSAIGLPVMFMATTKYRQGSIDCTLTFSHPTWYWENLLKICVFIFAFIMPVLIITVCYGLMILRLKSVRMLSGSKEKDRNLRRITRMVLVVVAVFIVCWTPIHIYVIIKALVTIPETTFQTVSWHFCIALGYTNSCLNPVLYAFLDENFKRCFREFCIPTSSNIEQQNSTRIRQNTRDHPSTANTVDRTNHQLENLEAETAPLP
Target sequence (P41143 whole entry, looked up): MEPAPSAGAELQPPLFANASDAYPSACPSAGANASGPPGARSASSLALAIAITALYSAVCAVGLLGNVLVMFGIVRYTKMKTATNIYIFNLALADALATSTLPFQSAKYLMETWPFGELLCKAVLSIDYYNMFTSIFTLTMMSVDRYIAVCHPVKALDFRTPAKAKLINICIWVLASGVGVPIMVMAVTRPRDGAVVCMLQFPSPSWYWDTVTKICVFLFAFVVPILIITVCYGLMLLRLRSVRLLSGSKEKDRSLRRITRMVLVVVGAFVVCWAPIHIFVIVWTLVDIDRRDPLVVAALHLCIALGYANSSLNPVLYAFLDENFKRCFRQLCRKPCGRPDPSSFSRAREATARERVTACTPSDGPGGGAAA
HTR5A ag = counter-screen for OPRM1-OPRD1 agonists: human HTR5A agonism | P47898 | HTR5A agonist assay, luminescence, cell-based | activation, % at 9.3 µM | 0.61% of 340,000 active; in the data active = activation mostly above about 9.5%, no sharp cut-off; inactive = mostly below about 7.6%;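 also: 0% = cells with vehicle only and 100% = reference agonist; strong numbers were not always called active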
Pemphigus Ab inh = blocks pemphigus antibody binding to human desmoglein-3; AID 588358; 0.48% of 310,000 active; DSG3-coupled beads, scFv-anti-DSG3-GFP binding, flow cytometry; hits give low values; binding (percent of control), % at 10 µM;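 active = binding more than 3 SD below its plate's average and above zero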;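 also: hits lower antibody fragment binding to DSG3; some compounds called inactive have numbers as strong as hits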
HTR5A inv ag = inverse agonist of human HTR5A in OPRM1-OPRD1 counter-screen; P47898; HTR5A cell line, luminescence, inverse agonism; inhibition, % at 9.3 µM; 0.083% of 340,000 active; in the data active = inhibition mostly above about 23%, no sharp cut-off; inactive = mostly below about 18%;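 also: 0% = cells with DMSO and 100% = no-cell wells with DMSO; some compounds called inactive have numbers as strong as hits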
OPRM1-OPRD1 ag = agonists of human mu-delta opioid receptor heterodimerization | activation, % at 9.3 µM | P35372+P41143 | cells, OPRM1-OPRD1 heterodimerization, luminescence | AID 504326 | 0.3% of 340,000 active; in the data active = activation above about 18%;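 also: 0% = vehicle-treated cells and 100% = reference agonist; values of inactives mirror those of a sister screen read the other way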
V-ATPase pHluor = yeast V-ATPase proton transport regulation by pHLuorin; S. cerevisiae, pHLuorin cytosolic pH fluorescence; response, % at 10 µM; 0.37% of 350,000 active; in the data active = response mostly above about 7.3%, no sharp cut-off; inactive = mostly below about 5.4%; also: actives read high; inactives centre near 0; some compounds called inactive have numbers as strong as hits; reference of the scale not given here
DAGLB inh = diacylglycerol lipase beta (human) inhibition. 0.059% of 340,000 active. Q8NCG7. HEK293T DAGLB membrane lysate, EnzChek fluorogenic substrate. AID 504411. inhibition, % at 5.17 µM; in the data active = inhibition above about 34%;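 also: 0% = enzyme with vehicle and 100% = wells lacking enzyme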
PKA-R1A activ = activators of PKA-R1A complex | P00514+P68181 | PKA-R1A dissociation, Cy5-IP20 fluorescence polarization; scaled: DMSO 0%, 113 µM cGMP 100% | activation, % at 11.4 µM | 0.083% of 340,000 active | AID 504707;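 active = percent activation above the mean of all tested compounds plus 3 SD, cut at about 19% in these data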;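 also: higher means more PKAc released from R1A so a rise in polarization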
PKA-R2B act = activators of human PKA-R2B complex. P22694+P31323. PKA-R2B holoenzyme dissociation, Cy5-IP20 fluorescence polarization; R2B truncated from residue 108, S112A mutant; 0% DMSO only, 100% 113 µM cGMP. activation, % at 11.4 µM. 0.079% of 340,000 active. AID 504700;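 active = activation above a cutoff set at the mean over all compounds plus 3 SD, cut at about 18% in these data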;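 also: higher means more holoenzyme dissociation and a rise in polarization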
Arrestin-AP2 inh = human beta-arrestin and AP2 interaction inhibition; 0.31% of 340,000 active; inhibition, % at 10 µM; FITC-arrestin peptide / GST-AP2 beads, flow cytometry; AP2 beta2 appendage carries R879A mutation; AID 504490;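 active = inhibition above a set limit, near 3 SD of compounds lacking own fluorescence, cut at about 54% in these data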;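 also: plate controls were DMSO wells for no effect and 5 µM unlabelled arrestin peptide for full effect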
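system = GST-tagged AP2 beta2-adaptin appendage (R879A) on 4 µm glutathione beads | reagent = FITC-labelled arrestin peptide probe, 50 nM final | schedule = compound with beads 12 min RT, then probe 1 h RT | signal = HyperCyt-sampled flow cytometry, FL1 channel, ex 488/em 535 nm | read-out = percent response from loss of bead-bound FITC fluorescence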
Active calls of the source: *; . = not tested or not shown.

SMILES	MOR-DOR inv ag	HTR5A ag	Pemphigus Ab inh	HTR5A inv ag	OPRM1-OPRD1 ag	V-ATPase pHluor	DAGLB inh	PKA-R1A activ	PKA-R2B act	Arrestin-AP2 inh
Cc1ccc(S(=O)(=O)c2c(N)n(CC3CCOC3)c3nc4ccccc4nc23)cc1 (configuration not stated)	4	11	96	-27	-0.7	6	-4	-6	-8	-2
COc1ccccc1CNC(=O)CSc1ncc(C(=O)Nc2ccccc2)c(=O)n1C	4	1	104	-2	-0.7	2	1	-3	-4	-21
COc1ccc(-n2cc(-c3ccccc3)c3c(NN4CCOCC4)ncnc32)cc1	-1	0	101	-3	0.2	0	2	1	8	7
COc1ccc(NC(=O)CSc2nnc(-c3ccco3)n2N)cc1Cl	17	2	102	-14	-3.3	-2	-1	-2	6	28
COc1ccc(CCNC(=O)CCCCCNC(=O)N2CCn3c2nc2ccccc23)cc1OC	.	.	103	.	.	-1	1	-4	4	3
CC(=O)N[C@H]1[C@H](OC2CCCCC2)O[C@H](COC(C)=O)[C@@H](OC(C)=O)[C@@H]1OC(C)=O	5	-1	112	2	-1.1	2	-8	4	-1	0
C1=CC2=NC34CCCCC3CC3=C(CCCC3)N4C2=CC1=NC1CCCCC1 (configuration not stated)	11	-6	90	17	-2.2	0	1	-17	2	-4
CSc1nc2[nH]c(=O)[nH]c2c(=O)[nH]1	9	-3	93	10	-2.1	1	-6	0	-2	-7
CNC(=O)Cn1nc(C)c(S(=O)(=O)N2CCOCC2)c1C	17	-1	.	9	-4.6	-11	-5	5	-6	-9
FC(F)(F)c1nnc(-c2ccccc2)nc1Sc1ccc(Cl)cc1	25	4	.	-6	-5.0	-3	1	-9	-3	-2
CCCNC(=O)NC(=O)COc1ccc(-c2ccc(C#N)cc2)cc1	12	1	102	-3	-2.5	-2	-3	-16	7	18
Cc1ccc(NC(=O)COC(=O)CCc2nc3ccccc3n2-c2ccccc2)c(C)c1	10	-1	81	4	-2.1	5	1	-8	-7	-8
CCc1ccc(NC(=O)C2=CC(c3ccc(OC)cc3)=NS(=O)(=O)N2C)cc1	-21	-8	103	26	3.5	-2	-3	-9	-1	6
Cc1ccc2c(c1)c1c3n2CCN(CC(O)CNC(C)C)C3CCC1 (configuration not stated)	-4	-1	100	4	0.8	-6	0	-8	-3	22
CCN(C(=O)COC(=O)c1cc2ccccc2cc1OC)c1c(N)n(Cc2ccccc2)c(=O)[nH]c1=O	5	2	101	-15	-1.4	1	0	-9	-12	2
CC1CC(OCC(O)CN2CCN(Cc3ccccc3)CC2)CC(C)(C)C1 (configuration not stated)	-16	0	100	-1	2.9	4	-5	0	-11	24
C[C@@]12C(=O)Nc3ccc(Br)cc3C(=O)N1[C@H]1c3cc(Br)ccc3OC[C@@H]1[C@@H]2c1ccccc1	9	4	100	-11	-1.5	-4	-1	-3	-12	-2
O=C(C1CCN(S(=O)(=O)c2cccc3cccnc23)CC1)N1CCCC1	17	-3	89*	9	-3.3	5	-1	7	-2	30
Cc1nc(C(F)(F)F)c(C(=O)NC(=O)Nc2ccc(OC(F)(F)F)cc2)s1	-4	-1	101	8	0.7	3	-1	-2	-13	5
Cc1cccc(Oc2nc(-c3cccc([N+](=O)[O-])c3)nc3ccccc23)c1C	10	-5	.	-13	-1.9	-2	-1	-6	-9	18
O=C1N/C(=N\N=C\c2cccs2)SC1Cc1ccc(Cl)cc1 (configuration not stated)	-36	-2	105	6	7.1	-3	1	-10	-5	0
Cc1ccc(NC(=O)c2cc(=O)c3ccccc3o2)cc1S(=O)(=O)N1CCOCC1	11	3	104	-8	-2.0	-5	-1	3	-5	34
CCc1cc(-c2n[nH]c(=S)n2Cc2ccccc2)cs1	-8	2	98	-20	1.6	-2	1	-11	2	23
Cc1ccc(/C=C2\SC(=S)N(CCC(=O)NNC(=O)c3cccc(O)c3)C2=O)cc1	0	5	96	10	0.0	-3	1	-8	5	-4
CN1CCN(S(=O)(=O)c2cccc(C(=O)NCc3ccccc3Cl)c2)CC1	-2	-2	126	16	0.5	6	-2	0	-4	16
CCC(NC(=O)NCc1ccccc1)(C(F)(F)F)C(F)(F)F	-6	11	.	8	1.0	0	-5	15	0	5
C=CCn1c(=O)c2c(nc3n2CCS3)n(C)c1=O	-2	-1	86	-5	0.4	-2	0	11	-7	15
COC(=O)C1=Cc2cc(OC)cc([N+](=O)[O-])c2OC1N1CCOCC1 (configuration not stated)	4	-1	119	4	-0.8	-1	0	0	4	-9
O=C(CSc1nc(Nc2ccccc2)nc(N2CCOCC2)n1)N1CCCC1	12	-1	.	4	-2.5	-8	-2	-15	-4	3
O=C(Nc1ccc(Cl)cc1)c1csc(-c2ccccc2)n1	-13	1	96	-3	2.5	-5	-18	-6	-9	8
CCOC(=O)c1csc(NC(=O)CN2CCOCC2)n1	10	2	91	-6	-2.2	-5	-1	-2	-3	41
COc1cc(C(=O)NC2CCN(Cc3nnnn3Cc3ccc(F)cc3)CC2)cc(OC)c1OC	5	2	100	-5	-1.0	-1	-2	-12	4	10
Cc1[nH]c2ccccc2c1-c1nc2ccccc2[nH]1	-2	4	96	-25	0.3	-7	6	-20	-10	10
Cc1ccc(S(=O)(=O)NC(C)(C)CN2CCC(Cc3ccccc3)CC2)cc1	-49	-1	75	4	9.3	0	-8	3	3	15
O=C(COC(=O)c1nc(Cl)ccc1Cl)c1ccc(Cl)s1	4	2	127	4	-0.6	1	-5	6	-8	-1
CCCN(C(=O)CSc1ccccc1C(=O)O)C1CCS(=O)(=O)C1 (configuration not stated)	8	4	.	-6	-2.1	15*	0	-2	4	-4
CC(CC(=O)Nc1nccs1)c1ccccc1 (configuration not stated)	20	4	110	-17	-3.9	-5	2	-2	-12	14
O=C(CCC(=O)Nc1ccc(Br)cc1)N/N=C/c1ccc(F)cc1	6	5	95	-19	-1.0	-2	-2	-15	-2	31
Cc1ccc(-c2nn(-c3cc(N4CCNCC4)ccc3[N+](=O)[O-])c(=O)c3ccccc23)cc1	7	1	86	-20	-1.4	0	4	-6	-5	12
Cc1ccc(-c2nn(C)c(=O)c3ccccc23)cc1CNC(=O)/C=C/c1ccccc1	1	1	99	-8	-0.3	2	1	1	0	23
CC(C(=O)NCC1CCCCC1)N(C)Cc1ccc(Cl)cc1 (configuration not stated)	-23	2	106	-7	4.5	-1	-12	1	3	-14
CCCn1c(SCC(=O)N2c3ccccc3CC2C)nnc1-c1ccco1 (configuration not stated)	9	0	104	8	-1.6	-1	-1	-5	4	27
CCC(CO)Oc1cc(NCc2ccc(Cl)cc2Cl)c2ncn(C(C)C)c2c1 (configuration not stated)	9	4	102	-11	-1.5	0	2	-4	-12	6
CCc1ccc(S(=O)(=O)N2CCN(Cc3ccco3)CC2)cc1	14	7	102	-27	-2.0	0	-5	-11	11	-2
NC1(C#Cc2ccc3oc(=O)c(-n4cc(-c5ccsc5)nn4)cc3c2)CCCCC1	-6	-1	105	13	1.1	-8	1	-5	3	1
O=C(NC1CCCCC1)c1ccc(CNc2c(N3CCOCC3)c(=O)c2=O)cc1	5	1	99	-3	-1.0	-3	3	-2	-9	2
Clc1ccc(-c2ccccc2)cn1	11	7	104	-18	-1.9	3	2	6	-5	1
COc1ccc(S(=O)(=O)N2CCN(C(=S)NC3CCCCC3)CC2)cc1	10	-1	95	4	-2.0	2	0	8	-3	-1
CCOc1nc(-c2ccccc2)ccc1-c1noc(-c2ccc(OC)c(OC)c2)n1	-3	0	102	1	0.5	8	-1	-2	2	2
O=C(O)c1ccc2cccnc2n1	-2	-1	86	2	0.3	-3	2	20*	2	-5
CCC(Sc1ncccc1C(=O)O)C(=O)N1CCCC1 (configuration not stated)	3	6	97	-12	-0.6	-7	-1	16	10	-2
S=c1[nH]ccn1-c1ccc(Cl)cc1	11	2	113	-4	-2.2	-4	1	-4	-5	-20
CCOc1ccc2nc(NC(=O)CSc3nnc(-c4ccncc4)n3CC3CCCO3)sc2c1 (configuration not stated)	-1	-3	98	-12	0.2	-3	2	6	-1	21
Cc1csc(NC(=O)c2ccccc2O)n1	-2	1	108	-1	0.4	3	5	2	1	9
CCCCN1CNC(=S)N(CCc2ccccc2)C1	4	1	101	17	-0.7	-3	-6	-15	0	19
COc1cc(N2CCOCC2)ncn1	12	0	103	1	-2.2	-2	-2	3	-3	-3
Cc1oc(-c2ccc3ccccc3c2)nc1CN(C)C(C)c1ccncn1 (configuration not stated)	-7	-2	97	6	1.4	2	1	-3	4	-3
CCc1ccc(-c2cc(C)no2)cc1S(=O)(=O)NCc1ccco1	-1	0	.	-10	0.2	2	-2	-5	-11	-2
C[C@@H]1O[C@@H](OC[C@@H]2O[C@H](Oc3c(-c4ccc(O)cc4)oc4cc(O)cc(O)c4c3=O)[C@@H](O)[C@H](O)[C@H]2O)[C@H](O)[C@H](O)[C@H]1O	23	0	98	1	-4.0	2	-3	-4	-6	-3
O=C(O)c1cc([N+](=O)[O-])cc2c1nnn2O	24	-9	94	0	-4.8	-2	7	4	6	-14

Later entries.
SMILES	MOR-DOR inv ag	HTR5A ag	Pemphigus Ab inh	HTR5A inv ag	OPRM1-OPRD1 ag	V-ATPase pHluor	DAGLB inh	PKA-R1A activ	PKA-R2B act	Arrestin-AP2 inh
COc1ccc(OC(=O)N(C)C[C@@H]2OCc3cn(nn3)CCCC(=O)N([C@@H](C)CO)C[C@H]2C)cc1	.	.	101	.	.	-2	0	-2	-9	.
CCOc1ccc2c(c1)OC(c1ccc(C)cc1)(C(F)(F)F)NC2=O (configuration not stated)	-41	1	83	13	7.6	0	2	1	8	-10
Cc1nn(Cc2ccc(C(=O)NN)cc2)c(C)c1Cl	16	0	.	9	-3.2	1	-2	-4	-3	6
Cc1ccccc1S(=O)(=O)N1C[C@H]2CON(C)[C@H]2C[C@H]1c1cccc(Br)c1	19	1	93	-3	-4.2	-2	-5	5	8	-11
Cc1nc(Nc2cccc(O)c2)c2c3c(sc2n1)CCC3	-3	-5	101	15	0.6	-4	-1	-2	-10	2
CCOC(=O)N1CCN(C(=O)c2oc3ccc(S(=O)(=O)N4CCOCC4)cc3c2C)CC1	6	10	101	2	-1.0	-3	2	7	2	-4
COC(=O)c1c(NC(=O)C2C3C=CC(CC3)C2C(=O)O)sc(C)c1C (configuration not stated)	15	-1	103	3	-2.8	-1	0	-6	-7	28

Profiles, looked up by structure. Values in the order: MOR-DOR inv ag	HTR5A ag	Pemphigus Ab inh	HTR5A inv ag	OPRM1-OPRD1 ag	V-ATPase pHluor	DAGLB inh	PKA-R1A activ	PKA-R2B act	Arrestin-AP2 inh
CC(CC(=O)Nc1nccs1)c1ccccc1 (configuration not stated) in the list: 20	4	110	-17	-3.9	-5	2	-2	-12	14
Cc1cccc(Oc2nc(-c3cccc([N+](=O)[O-])c3)nc3ccccc23)c1C in the list: 10	-5	.	-13	-1.9	-2	-1	-6	-9	18
CCC(NC(=O)NCc1ccccc1)(C(F)(F)F)C(F)(F)F in the list: -6	11	.	8	1.0	0	-5	15	0	5
CCc1cc(-c2n[nH]c(=S)n2Cc2ccccc2)cs1 in the list: -8	2	98	-20	1.6	-2	1	-11	2	23

Screening data (PubChem)
